# Assay outcomes: PubChem BioAssay, National Center for Advancing Translational Sciences (NCATS)
# PI4K2A inh = blocks human PI4K2A kinase activity | activity change, negative = inhibition, % at 76.9 µM | 0.13% of 420,000 active | Q9BTU6 | purified PI4K2A, ADP-Glo luminescence, 1 h; hits give low values; in the data active means activity change below about -50%; inconclusive means mostly about -30% to -49%;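 further: -100% = wells without enzyme as full effect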
#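 Compounds are screened against recombinant PI4K2A using PI as substrate and ATP, the latter dispensed at 300 microM. Reactions run one hour at ambient temperature before ADP-Glo detection; full inhibition defined by wells lacking enzyme.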
# BAZ2B block = BAZ2B (human) inhibition | AlphaScreen BAZ2B-H3K14Ac peptide displacement | Q9UIF8 | 4.4% of 360,000 active | Potency, µM (highest dose often 114 µM), for inactives: top-dose activity change, negative = inhibition, usual class: inhibitors; further: potency means the concentration at half of the fitted maximal effect; on the % scale 0 is the no-effect control and ±100 the full control effect; nearly all actives have a fitted effect of over 60% in size
# Target sequence (Q9UIF8 whole entry, looked up): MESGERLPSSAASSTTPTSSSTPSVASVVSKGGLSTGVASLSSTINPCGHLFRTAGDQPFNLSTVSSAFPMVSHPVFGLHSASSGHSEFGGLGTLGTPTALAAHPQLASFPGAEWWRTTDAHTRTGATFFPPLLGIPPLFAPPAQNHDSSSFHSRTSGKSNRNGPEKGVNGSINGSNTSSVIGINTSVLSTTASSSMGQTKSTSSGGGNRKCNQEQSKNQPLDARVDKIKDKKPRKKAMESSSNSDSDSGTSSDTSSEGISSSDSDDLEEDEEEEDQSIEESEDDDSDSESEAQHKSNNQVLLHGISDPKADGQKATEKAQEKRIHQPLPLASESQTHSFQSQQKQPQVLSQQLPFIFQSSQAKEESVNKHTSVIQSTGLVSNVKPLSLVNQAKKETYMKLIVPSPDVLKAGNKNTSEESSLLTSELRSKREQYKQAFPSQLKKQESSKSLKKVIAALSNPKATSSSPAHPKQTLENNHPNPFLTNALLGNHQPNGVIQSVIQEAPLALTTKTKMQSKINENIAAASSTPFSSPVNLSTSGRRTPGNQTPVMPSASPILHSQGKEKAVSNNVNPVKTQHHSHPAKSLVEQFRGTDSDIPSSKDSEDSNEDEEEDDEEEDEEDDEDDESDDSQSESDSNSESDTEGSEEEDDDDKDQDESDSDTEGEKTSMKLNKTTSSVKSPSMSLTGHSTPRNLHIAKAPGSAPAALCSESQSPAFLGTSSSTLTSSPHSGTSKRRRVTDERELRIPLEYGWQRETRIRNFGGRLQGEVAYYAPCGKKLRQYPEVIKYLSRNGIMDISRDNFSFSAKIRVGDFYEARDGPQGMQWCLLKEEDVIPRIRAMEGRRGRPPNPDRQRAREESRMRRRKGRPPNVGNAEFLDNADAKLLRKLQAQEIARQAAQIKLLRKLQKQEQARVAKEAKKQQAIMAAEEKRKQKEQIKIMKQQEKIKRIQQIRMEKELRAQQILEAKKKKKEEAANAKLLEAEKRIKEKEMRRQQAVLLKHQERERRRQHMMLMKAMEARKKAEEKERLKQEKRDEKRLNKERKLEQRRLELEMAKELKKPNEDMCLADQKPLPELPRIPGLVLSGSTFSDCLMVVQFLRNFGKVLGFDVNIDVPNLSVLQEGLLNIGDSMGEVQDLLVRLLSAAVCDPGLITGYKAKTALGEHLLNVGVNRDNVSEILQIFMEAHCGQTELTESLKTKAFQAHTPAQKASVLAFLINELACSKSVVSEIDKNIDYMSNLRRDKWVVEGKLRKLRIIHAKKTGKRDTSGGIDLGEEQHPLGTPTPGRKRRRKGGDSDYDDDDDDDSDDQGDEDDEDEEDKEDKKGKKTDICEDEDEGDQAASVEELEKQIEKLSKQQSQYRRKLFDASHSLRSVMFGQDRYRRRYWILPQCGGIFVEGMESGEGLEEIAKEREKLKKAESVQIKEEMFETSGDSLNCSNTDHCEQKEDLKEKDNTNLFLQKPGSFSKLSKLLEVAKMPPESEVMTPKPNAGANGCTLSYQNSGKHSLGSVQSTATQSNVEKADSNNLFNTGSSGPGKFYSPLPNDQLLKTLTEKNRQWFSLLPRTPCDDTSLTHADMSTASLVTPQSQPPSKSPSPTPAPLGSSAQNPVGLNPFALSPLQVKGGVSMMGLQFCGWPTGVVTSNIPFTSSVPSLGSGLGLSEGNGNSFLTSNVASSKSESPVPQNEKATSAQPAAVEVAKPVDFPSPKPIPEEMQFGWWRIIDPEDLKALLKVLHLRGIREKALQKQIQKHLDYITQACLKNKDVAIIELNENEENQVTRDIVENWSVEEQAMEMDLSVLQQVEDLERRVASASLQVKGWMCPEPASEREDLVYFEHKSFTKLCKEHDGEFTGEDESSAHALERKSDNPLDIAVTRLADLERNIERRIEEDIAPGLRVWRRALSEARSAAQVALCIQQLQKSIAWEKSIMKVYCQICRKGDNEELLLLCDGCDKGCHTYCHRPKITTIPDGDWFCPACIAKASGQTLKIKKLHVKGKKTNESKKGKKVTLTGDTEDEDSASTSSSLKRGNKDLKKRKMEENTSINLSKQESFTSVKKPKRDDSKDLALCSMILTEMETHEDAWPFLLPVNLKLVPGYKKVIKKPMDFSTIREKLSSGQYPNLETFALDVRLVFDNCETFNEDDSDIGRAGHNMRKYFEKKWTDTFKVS
#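 AlphaScreen luminescence quantifies BAZ2B engagement of H3K14Ac peptide; the protein and biotinylated peptide are both at 50 nM final, buffer PBS pH 7.4 with 0.01% Tween-20, all steps at room temperature.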
# GLS inhibitor = glutaminase GLS (human) inhibition; O94925; GLS enzymatic activity, qHTS titration; Potency, µM (top dose mostly 45.5 µM), without a hit: at the highest dose activity change, negative = inhibition, actives largely listed as inhibitors; 0.21% of 410,000 active; further: potency means the concentration at half of the fitted maximal effect; on the % scale 0 is the no-effect control and ±100 the full control effect
#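 Compounds were pin-transferred onto hKGA, after which L-glutamine (1 mM solution) and a detection mix of glutamate oxidase, HRP and Amplex Red were added. Initial and 30 min RT fluorescence reads were collected.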
# HP1b binding inh = inhibitors of HP1-beta chromodomain binding to methylated histone tails | AID 540317 | 0.56% of 390,000 active | P83916 | Potency, µM (highest dose often 114 µM), inactives show at the highest dose activity change, negative = inhibition, hits mostly inhibitors | AlphaScreen HP1-beta / biotin-H3K9me3 peptide binding; further: potency means the concentration at half of the fitted maximal effect; nearly all actives have a fitted effect of over 70% in size; inactives centre near 23
#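 AlphaScreen: HP1-beta (50 nM) preformed 30 min with biotin-H3(1-18)K9me3 peptide (50 nM) in PBS pH 7.4, 0.01% Tween-20. Compound added for 30 min at RT, then streptavidin donor/nickel chelate acceptor beads (10 ug/mL) for 30 min.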
# G9a block = inhibitors of human histone lysine methyltransferase G9a. Q96KQ7. G9a H3K9 monomethylation, AlphaScreen, 2 h. Potency, µM (doses to about 102 µM), for inactives: at the highest dose activity, negative = inhibition, most hits filed as inhibitors. 8.8% of 350,000 active; further: potency means the concentration at half of the fitted maximal effect; on the % scale 0 is the no-effect control and ±100 the full control effect; nearly all actives have a fitted effect of over 75% in size
#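 Chemiluminescent proximity detection of H3K9 monomethylation, read after 10 min bead incubation in the dark. Reaction: 20 nM G9a, 500 nM biotin-H3K9 peptide, 20 uM SAM cofactor, 2 h, room temperature, following 15 min enzyme-compound preincubation.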
# RGS4 inhibitor = inhibitors of human regulator of G protein signaling 4. Transcreener GDP fluorescence polarization, RGS4-accelerated GTP hydrolysis. P49798. 0.039% of 390,000 active. AID 504845. Potency, µM (doses to about 114 µM), for the others: at the highest dose activity change, negative = inhibition, usual class: inhibitors; further: potency means the concentration at half of the fitted maximal effect; on the % scale 0 is the no-effect control and ±100 the full control effect; nearly all actives have a fitted effect of over 75% in size; some results filed as inactive show a strong effect at the top dose
#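 MLSMR compounds (23 nl, pin-transferred) preincubated 10 min at room temperature with a 500nM (2x) first reagent, then RGS4 at 900nM (2x) plus Transcreener GDP mix added; fluorescence polarization (620/688 nm) read before and after 90 min at 30 °C.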
# ALOX12 inh = inhibitors of human 12S-lipoxygenase ALOX12; Potency, µM (highest dose often 108 µM), without a hit: at the highest dose activity change, negative = inhibition, actives largely listed as inhibitors; purified 12hLO, xylenol orange hydroperoxide absorbance; 1.1% of 580,000 active; further: potency means the concentration at half of the fitted maximal effect; on the % scale 0 is the no-effect control and ±100 the full control effect
#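 Purified human 12hLO at 150 nM in 25 mM Hepes, 0.01% Triton X-100, pH 7.0, preincubated 15 min at room temperature with compound. Reaction started with 40 uM arachidonic acid, 30 min at room temperature. Hydroperoxide measured by Fe-xylenol orange, 573/405 nm absorbance ratio.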
# ERG-DNA inh = blocks human ERG Ets domain binding to DNA | P11308 | fluorescence polarization, His-ERG Ets domain / labelled DNA | Potency, µM (doses to about 76.9 µM), inactives show at the highest dose FP activity, negative = inhibition, hits mostly inhibitors | 0.028% of 370,000 active | AID 624246; active means well fitted inhibition curve with a large enough effect in the polarisation, with a control signal flat; inconclusive means small, poorly fitted or top-dose-only effect, or effect the other way, or a change in a side signal; inactive means no such curve, though single readings can be large or run the other way; the % refers to the polarisation;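 further: polarization taken with two DNA probes labelled with fluorescein and Texas red; potency means the concentration at half of the fitted maximal effect; % of control where 0% means no effect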
#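 His-tagged ERG Ets domain (1 uM in the protein solution; 300mM KCl, 50mM Tris-HCl, 1mM EDTA, 1mM DTT, pH 7.5) received compound, then a probe mix of 5 nM fluorescein-DNA and 100nM Texas-615-DNA. Fluorescence polarization was read for both dyes.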
# JMJD2A Tudor inh = JMJD2A Tudor domain (human) inhibition; O75164; Potency, µM (titrated, usually from 114 µM), for the others: at the highest dose activity change, negative = inhibition, actives largely listed as inhibitors; AlphaScreen JMJD2A-Tudor / H3K4me3 peptide binding; 4.4% of 390,000 active; further: potency means the concentration at half of the fitted maximal effect; on the % scale 0 is the no-effect control and ±100 the full control effect; nearly all actives have a fitted effect of over 50% in size
# Numbers without * were called inactive; ? = inconclusive; . = no result given; [ ] = dose if it differs, or a comment. Unless noted, the call rests on the fitted dose curve; in most records, active means well fitted curve in the direction sought with a large enough effect; inconclusive means small, poorly fitted or top-dose-only effect, or another doubt; inactive means no such curve, though single readings can be large; an effect the other way counts as inactive or inconclusive. An excerpt; the hit share may differ from the screen's.
Compound	PI4K2A inh	BAZ2B block	GLS inhibitor	HP1b binding inh	G9a block	RGS4 inhibitor	ALOX12 inh	ERG-DNA inh	JMJD2A Tudor inh
Cc1ccc2oc(=O)c3cc(C(=O)NCc4ccco4)sc3c2c1	-3.7	-1.0%	-1.6%	35.3%	3.8%	-21.9%	123.4%	4.6%	-14.3%
Cc1ccc(C2CC(=O)Nc3cc4c(cc32)OCCO4)cc1 (stereo not drawn)	-4.5	-17.9%	-9.7%	9.3%	-34.2%[59 µM]	18.1%	-18.2%	1.8%	-18.4%
COc1cccc(NC(=O)CSc2nc3c(c(-c4ccco4)c2C#N)CCCC3)c1	9.3	-32.0%	-3.9%	5.0%	?	-50.1%	8.8%	-2.3%	-15.8%
O=C(Nc1cccc2cccnc12)c1cc(F)c(F)cc1Cl	3.1	6.9%	?	47.9%[activator]	16.8%[0.501 µM]	4.1%	11.5%	1.5%	13.9%
CCOC(=O)C1CCN(S(=O)(=O)Cc2ccccc2)CC1	-1.6	3.0%	-6.3%	18.7%	18.6%[59 µM]	13.1%	4.7%[57.4 µM]	-3.7%	-5.7%
CCOc1ccccc1C(=O)NN1CCOCC1	1.1	-18.5%	-6.0%	35.8%	?	10.3%	5.2%	9.0%	-4.8%
CC(=O)Nc1ccc(-c2nnc3n(CC(C)C)c(=O)c4ccccc4n23)cc1	-0.3	-37.9%	15.5%	5.8%	?	-3.6%	-23.0%	3.8%	?
Cc1cc(C)n2nc(C(=O)NCCc3ccccc3)nc2n1	10.2	2.3%	1.9%	7.0%	?	-24.6%	20.1%	1.7%	-23.7%
COc1ccc(OC)c(N(CC(=O)Nc2ccccc2F)S(=O)(=O)c2ccccc2)c1	2.4	.	4.5%	11.9%	.	-2.2%	?	-7.9%	-14.8%
CCc1nc2ccc(C(=O)N3CCN(c4cc(Cl)ccc4C)CC3)cc2nc1CC	-3.1	-4.0%	1.7%	14.7%	9.4%[59 µM]	-11.9%	-10.1%	7.7%	-25.3%
O=C(COC(=O)c1cccc(Cl)c1)NCc1ccccc1	-2.9	.	-11.7%	41.0%[activator]	.	5.8%	-5.3%	6.8%	-12.4%
COc1ccc(C2NC(=S)NC3=C2N2CCC3CC2)cc1 (stereo not drawn)	1.7	-2.3%	-2.5%	21.6%	-1.5%	-2.6%	-2.5%	-1.9%	-4.5%
COc1ccccc1CNS(=O)(=O)c1ccc2c(c1)NC(=O)CO2	1.7	-2.0%	-2.8%	37.3%	2.0%	-17.1%	-24.8%	5.3%	0.7%
CC(OC(=O)c1ccc2c(=O)n3c(nc2c1)CCCCC3)C(N)=O (stereo not drawn)	1.9	-3.7%	10.7%	17.7%	14.3%[59 µM]	26.4%	-4.8%	8.4%	-5.1%
COc1cccc(NC(=O)NCc2ccccc2Cl)c1	-3.3	.	-3.1%	-7.8%	.	6.0%	66.3%[activator]	-2.4%	-12.8%
COc1cccc2sc(N3CCN(C(=O)C4COc5ccccc5O4)CC3)nc12 (stereo not drawn)	3.5	-9.4%	-7.8%	-6.5%	-3.2%[0.501 µM]	-4.3%	-5.7%	12.2%	-19.9%
CNC(=O)N(O)C1N(/N=C/c2ccccc2O)C(=S)SC1(C)C (stereo not drawn)	-0.2	-7.0%	-5.5%	38.1%	.	-8.7%	-3.3%	14.6%	-13.8%
COc1ccc(CN2C(=O)c3cccnc3C2Nc2ccc(C)cc2)cc1 (stereo not drawn)	2.4	?	11.2%	-19.4%	-31.5%[59 µM]	4.0%[56.9 µM]	-0.6%	1.1%	-11.5%[57.1 µM]
Cn1c(/C(C#N)=C(\O)c2ccc(Br)s2)nc2ccccc21	-5.5	-21.1%	-1.6%	43.9%[activator]	3.9%[59 µM]	15.3%	-20.4%	-5.1%	-3.9%
Cc1ccccc1C(=O)NC1CCN(C(=O)N2CCOCC2)CC1	-2.4	5.0%	8.0%	17.9%	-3.4%[59 µM]	13.9%	487.5%[activator]	-3.2%	-6.8%
CCC1CCc2sc(C(=O)NCC(c3ccc(OC)cc3)N3CCCC3)cc2C1 (stereo not drawn)	-0.4	-12.2%	-0.8%	-7.4%	?	-8.3%	?	.	-34.3%
Cc1nc(N2CCN(c3ccc(Cl)cc3)CC2)[nH]c(=O)c1C	3.5	8.4%	2.3%	55.0%[activator]	19.2%	-7.9%	6.5%	-10.2%	-5.1%
COc1ccccc1NC(=O)Nc1ccnn1C1CCN(C(=O)c2ccccn2)CC1	1.2	-3.9%	-1.0%	25.2%	14.9%	-0.7%	3.4%	2.8%	-2.2%
N#CC(CC(=O)c1ccc(Cl)cc1)c1ccccc1 (stereo not drawn)	5.4	.	3.5%	165.1%[activator]	.	9.3%	-21.2%	-11.4%	91.7%[activator]
Cc1ccc(S(=O)(=O)NC(=O)Nc2nc(-c3ccc(F)c(F)c3)cs2)cc1	2.7	-19.2%	-1.5%	2.0%	-29.8%	?	-1.9%	1.3%	-10.1%
Cc1cc([N+](=O)[O-])nn1CC(=O)NCc1ccccc1	-1.5	-6.3%	-3.1%	11.6%	-10.8%	2.2%	3.2%	-8.1%	-10.3%
CCOc1ccc(S(=O)(=O)c2cn(C)c3cc(OC)c(OC)cc3c2=O)cc1	-4.1	-8.9%	4.8%	58.5%[activator]	.	14.2%[56.9 µM]	0.0%	4.0%	-20.9%
O=C(Nc1ccc2oc(=O)ccc2c1)c1cc([N+](=O)[O-])ccc1N1CCOCC1	6.3	-5.9%	-16.7%	28.6%	-11.9%	-1.8%	-2.8%	15.5%	-2.1%
O=C(Nc1ccccc1Cl)NC1(C(=O)NCc2ccncc2)CCCCC1	0.4	-31.2%	10.4%	3.0%	8.5%	18.1%	52.6%[activator]	-2.6%	-11.4%
O=C(NN1CCOCC1)c1cc(-c2ccncc2)nc2ccccc12	-3.5	.	-6.1%	39.9%[activator]	-0.7%	-21.1%	-9.3%	-0.4%	-4.5%
CCN(CC)CC#CCOC(c1ccccc1)c1ccccc1	3.8	-0.7%	5.1%	44.8%[activator]	?	-47.2%	?	-8.1%	-19.6%[57.1 µM]
CCSc1nc2ccc(OC)cc2cc1C#N	8.5	24.9%	2.3%	41.0%[activator]	1.1%[59 µM]	10.0%	-28.1%	-3.2%	20.5%
Cc1ccc(S(=O)(=O)N2CCOCC2)cc1C(=O)NC1CCCCC1	0.8	2.3%	7.1%	25.4%	-30.1%	13.4%	-17.0%	0.3%	-6.4%
CC(C)Cn1c(N)c(C(=O)COC(=O)/C=C/c2ccccc2)c(=O)n(C)c1=O	2.3	-12.1%	0.9%	11.3%	?	3.6%	-22.8%	2.4%	-19.9%
Cc1cc(C)nc(N2CCCC(C(=O)Nc3ccc4nc(C)c(C)nc4c3)C2)n1 (stereo not drawn)	-0.8	-1.7%	-2.4%	7.6%	19.7%[59 µM]	7.6%	-3.4%	-2.1%	-20.4%
Cc1cc(C)cc(C(=O)N2CCCCC2)c1	2.5	.	-6.6%	17.1%[57 µM]	.	-5.5%	-7.9%	-0.5%	3.4%
COc1ccc(NC(=O)CN(C)CC(=O)Nc2ccc(C)c(S(=O)(=O)N3CCCCC3)c2)cc1	-18.3	-5.9%	1.9%	14.7%	16.2%[2.33 µM]	-17.0%	-14.8%	3.2%	?
CCN1CCN(C(=O)Nc2cccc3ccccc23)CC1	1.1	?	15.4%	21.0%	39.8µM*	?	0.0%	8.5%	-0.7%
COc1cccc(CNC(=O)CCCN2C(=O)CSc3c2c(C)nn3-c2ccccc2)c1	3.7	-15.1%	5.2%	53.2%[activator]	-3.2%[59 µM]	-19.4%	-9.1%	0.1%	-15.0%
CSCC(=O)N1CCC(n2nccc2NC(=O)CCc2ccccc2)CC1	1.4	-4.7%	-1.0%	35.1%[activator]	46.0%	-6.4%	-14.0%	-8.6%	-6.2%
Cc1ccc(NC(=O)c2cccn2-c2nnc(N3CCCCC3)s2)cc1Cl	-0.6	-29.0%	-5.2%	10.9%	-35.0%[59 µM]	-23.2%	-29.3%	-2.5%	-28.6%
Clc1ccc(-c2nc(NCCN3CCOCC3)c3ccccc3n2)cc1	-2.3	-8.5%	-15.2%	3.7%	?	-14.7%	?	-6.2%	-28.4%
CC(=O)c1c(C)[nH]c(C(=O)CSc2nc3ccccc3c(=O)n2CCCN2CCOCC2)c1C	-0.6	-7.8%	-2.6%	23.2%	22.7%[59 µM]	1.7%	0.0%	4.7%	-12.7%
Cn1c(N)c(C(=O)CSc2nnc(-c3c[nH]c4ccccc34)n2C2CC2)c(=O)[nH]c1=O	-2.7	?	0.1%	-11.2%	?	?	14.1%	-5.4%	-7.4%

# 2 neighbouring records already listed:
Compound	PI4K2A inh	BAZ2B block	GLS inhibitor	HP1b binding inh	G9a block	RGS4 inhibitor	ALOX12 inh	ERG-DNA inh	JMJD2A Tudor inh
CC(=O)c1c(C)[nH]c(C(=O)CSc2nc3ccccc3c(=O)n2CCCN2CCOCC2)c1C	-0.6	-7.8%	-2.6%	23.2%	22.7%[59 µM]	1.7%	0.0%	4.7%	-12.7%
Cn1c(N)c(C(=O)CSc2nnc(-c3c[nH]c4ccccc34)n2C2CC2)c(=O)[nH]c1=O	-2.7	?	0.1%	-11.2%	?	?	14.1%	-5.4%	-7.4%
